# GLP1R ag: GLP-1 receptor (human) agonism; P43220; HEK293 GLP-1R CRE-luciferase, luminescence, 4-6 h; cells express a hypersensitive GLP-1R form; Potency, µM (highest dose often 45.6 µM), for inactives: at the highest dose activation, usual class: activators; 380,000 compounds, 0.007% hits; AID 624172; further: potency means the concentration at half of the fitted maximal effect; % of control where 0% means no effect
# Target sequence (P43220 whole entry, looked up): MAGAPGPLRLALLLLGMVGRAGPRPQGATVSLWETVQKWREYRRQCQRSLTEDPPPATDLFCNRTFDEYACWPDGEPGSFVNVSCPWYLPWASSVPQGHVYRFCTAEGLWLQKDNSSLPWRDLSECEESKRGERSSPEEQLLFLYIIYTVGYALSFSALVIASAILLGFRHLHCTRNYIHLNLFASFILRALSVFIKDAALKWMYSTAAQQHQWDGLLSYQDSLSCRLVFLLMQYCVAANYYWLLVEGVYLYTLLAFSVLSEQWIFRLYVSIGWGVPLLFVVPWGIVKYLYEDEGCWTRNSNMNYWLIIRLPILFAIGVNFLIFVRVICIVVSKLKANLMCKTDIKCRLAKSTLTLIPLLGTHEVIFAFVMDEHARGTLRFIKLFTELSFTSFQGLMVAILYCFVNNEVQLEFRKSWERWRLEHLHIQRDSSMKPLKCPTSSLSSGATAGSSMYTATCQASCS
# PTHR1 ag: PTHR1 (human) receptor agonism | HEK293 GP2 PTHR1 cells, GloSensor cAMP luminescence, 1 h | Potency, µM (titrated, usually from 115 µM), inactives show at the highest dose activation, most hits filed as activators | 410,000 compounds, 0.075% hits | AID 743266; further: potency means the concentration at half of the fitted maximal effect; nearly all actives have a fitted effect of over 55% in size; some results filed as inactive show a strong effect at the top dose; inactives centre near -15; many of its hits are not listed in these tables
#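 HEK-293-derived GP2 cells expressing PTHR1 and a GloSensor cAMP reporter, 3,000/well, plated overnight, given luciferin plus IBMX (each 0.5 mM as added) for 1 h at 37 °C, then compound for 1 h at 37 °C. Luminescence was read after 15 min at room temperature.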
# EPAC1 antag: blocks human EPAC1 exchange factor; EPAC1 GEF assay, Rap1b-BODIPY-GDP exchange fluorescence; 360,000 compounds, 0.14% hits; O95398; Potency, µM (top dose mostly 115 µM), for the others: top-dose activity change, negative = inhibition, actives largely listed as inhibitors;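 further: potency means the concentration at half of the fitted maximal effect; plate controls were vehicle for no effect and positive control for full effect; nearly all actives have a fitted effect of over 50% in size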
# EPAC1 ag: activates human EPAC1 exchange factor; O95398; EPAC1 agonist qHTS, biochemical assay; response scale: 100% = response to 6.5 mM cAMP; Potency, µM (titrated, usually from 154 µM), inactives show at the top dose activation, most hits filed as activators; 360,000 compounds, 0.073% hits; AID 720707; further: potency means the concentration at half of the fitted maximal effect; nearly all actives have a fitted effect of over 60% in size
#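 Compounds were pinned as a concentration titration into mixtures of EPAC1 (100 nM), BODIPY-GDP-loaded Rap1B (250 nM) and GDP (50 uM). After 5 min at room temperature, fluorescence was followed for 30 min; activity was scaled to 6.5 mM cAMP.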
# GLP-1R inv ag: acts as inverse agonist at human GLP-1 receptor; P43220; HEK293 GLP-1R CRE-luciferase, luminescence, 24 h; GLP-1R form is constitutively active; Potency, µM (top dose mostly 38.3 µM), without a hit: at the top dose activity change, negative = inhibition, hits mostly inhibitors; 410,000 compounds, 1.6% hits; further: potency means the concentration at half of the fitted maximal effect; on the % scale 0 is the no-effect control and ±100 the full control effect; nearly all actives have a fitted effect of over 55% in size
#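 Assay principle: reduced luminescence from a cAMP-responsive reporter in HEK293 cells co-expressing a constitutively active GLP-1R. Conditions: 24 hr compound incubation, 37 deg C, 5% CO2.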
# PI5P4Ka inh: PI5P4K alpha (human) kinase inhibition | P48426 | PI5P4Kalpha enzyme, ADP-Glo luminescence, 60 min; stronger effect = lower value | max response, % | 330,000 compounds, 1.2% hits; active means max response of -50% or lower; inconclusive means between -30% and -50%; inactive means -30% or higher; further: value at the top dose of about 77 µM; on the % scale 0 is the no-effect control and ±100 the full control effect
# Target sequence (P48426 whole entry, looked up): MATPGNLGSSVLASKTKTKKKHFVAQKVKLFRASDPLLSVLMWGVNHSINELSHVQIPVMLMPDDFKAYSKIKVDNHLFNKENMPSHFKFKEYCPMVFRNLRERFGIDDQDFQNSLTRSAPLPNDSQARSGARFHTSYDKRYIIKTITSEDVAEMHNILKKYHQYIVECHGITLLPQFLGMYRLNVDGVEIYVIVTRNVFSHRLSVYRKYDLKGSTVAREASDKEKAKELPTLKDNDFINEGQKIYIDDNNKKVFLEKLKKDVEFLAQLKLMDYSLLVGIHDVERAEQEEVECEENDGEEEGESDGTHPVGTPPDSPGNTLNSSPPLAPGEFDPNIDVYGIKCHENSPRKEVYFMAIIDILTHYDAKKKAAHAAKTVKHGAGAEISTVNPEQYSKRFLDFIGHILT
#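 ADP-Glo luminescence end-point read after a 60 min room-temperature kinase reaction of PI5P4Kalpha plus substrate, initiated with ATP at 5 microM final. Buffer: 0.038 M HEPES pH 7.4, EGTA, 0.1% CHAPS, 5% DMSO.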
# PLK1 PBD block: blocks phosphopeptide binding to human PLK1 polo-box domain | Plk1 PBD binding of FITC phosphopeptide, fluorescence polarization | Potency, µM, for the others: max response, negative = inhibition, most hits filed as inhibitors | 360,000 compounds, 2.8% hits | AID 720504; further: potency means the concentration at half of the fitted maximal effect; series mostly up to about 57 µM; on the % scale 0 is the no-effect control and ±100 the full control effect; nearly all actives have a fitted effect of over 65% in size
# GLP1R cytotox: cytotoxicity counter-screen for GLP-1 receptor inverse agonists; 410,000 compounds, 0.13% hits; HEK293 cAMP-luciferase reporter cells, luminescence, 24 h; Potency, µM (series often up to 38.3 µM), for inactives: at the top dose activity change, negative = inhibition, usual class: inhibitors;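 further: loss of luciferase light is scored as toxicity; potency means the concentration at half of the fitted maximal effect; on the % scale 0 is the no-effect control and ±100 the full control effect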
#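 Seeding density was 200 cells/uL; after overnight-length (12 h) culture, 23 nL compounds went on for 24 h at 37 °C. Readout used a luciferase detection reagent, luminescence taken after 12 min at room temperature.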
# IL2 activator: IL-2 activation; activation, % (series mostly up to about 46 µM); 360,000 compounds, 0.065% hits; IL-2 activation reporter assay, cell-based qHTS; stimulated with anti-CD3/CD4/CD28 beads; in transgenic mouse T cells; in the data active means activation above about 50%; inconclusive means mostly about 30% to 49%; further: 0% is about no effect
#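 Quantitative HTS in unstimulated transgenic mouse T cells, with memory T cells as non-tolerant control and PMA/ionomycin as tolerance-bypass control. Compound pretreatment lasted 60 minutes before 18 h bead stimulation; EGFP/DsRed fluorescence read.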
# * marks the source's active call; other numbers are inactive results; i = inactive; u = inconclusive; x = no result given; & = joins results of further samples; [ ] = remark or other dose. Unless noted, the call rests on the fitted dose curve; in most records, active means well fitted curve in the direction sought with a large enough effect; inconclusive means small, poorly fitted or top-dose-only effect, or another doubt; inactive means no such curve, though single readings can be large; an effect the other way counts as inactive or inconclusive.
compound,GLP1R ag,PTHR1 ag,EPAC1 antag,EPAC1 ag,GLP-1R inv ag,PI5P4Ka inh,PLK1 PBD block,GLP1R cytotox,IL2 activator
CC(C)(C)c1ccc(C(=O)Oc2ccc3c(c2)OCC3=O)cc1,-2.2%,-72.0%[inhibitor],-11.2%,-1.7%,-5.5%,9.6,-16.2%,12.0%,-1.0
CCOc1ccccc1NC(=O)COC(=O)c1ccccc1SCC(=O)N1CCCC1,-1.5%,i,-15.3%,1.5%,-1.8%,7.6,-17.0%,-3.0%,-5.2
CCOC(=O)CCN(c1ccccc1)S(=O)(=O)c1ccc(-c2ccc(=O)[nH]n2)s1,24.6%,i,5.3%,22.0%,23.1%,-2.2,-3.2%,-21.3%,3.1
COc1cc(/C=C2\CC/C(=C\c3ccc(OCCO)c(OC)c3)C2=O)ccc1OCCO,u,i,13.3%,9.9%,40.1%[activator],0.9,1.7%,u,162.9*
COc1ccc(NC(=O)c2cc(-c3cc(OC)c(OC)c(OC)c3)nc3ccccc23)cc1OC,17.1%,-6.1%,3.7%,20.6%,u,-4.3,-3.3%,-15.8%,-0.7
CC(=O)Nc1ccc(NC(=O)c2ccc(COc3ccccc3Br)o2)cc1,8.7%,-10.2%,17.3%,6.0%,-2.8%,-1.1,-10.9%,-12.6%,-2.5
CCc1nn(CCCC(=O)NCc2ccc(C)cc2)c(=O)c2cc3occc3n12,-1.9%,-0.6%,-14.1%,-19.3%,16.1%&6.7%,0.2,2.1%,-1.0%&-2.1%,-0.6
COC(=O)c1ccc(OC(=O)N2CCOCC2)cc1,8.7%,-23.8%,-16.8%,8.1%,14.5%,-1.3,-0.7%,-11.0%,1.4
COc1cccc(N2CC(C(=O)NCc3n[nH]c(=O)c4ccccc34)CC2=O)c1 (stereo not given),4.6%,i,-17.9%,7.8%,12.3%,-2.8,-5.9%,9.4%,1.2
Cc1ccc(-c2nnn(CC(=O)N(Cc3cccs3)C(C(=O)NC3CCCC3)c3ccco3)n2)o1 (stereo not given),-3.0%,-1.8%[57.5 µM],3.9%,7.1%,5.0%,x,-3.5%,0.6%,-1.0
CC(=O)N1c2ccc(S(=O)(=O)N3CCCCC3)cc2CC1C(=O)NCc1ccc(N(C)C)cc1 (stereo not given),5.4%,-1.4%,3.2%,13.9%,-23.8%,2.1,21.2µM*,-15.3%,-1.7
Nc1c(C(=O)Nc2ccc(F)c(F)c2)sc2nc(-c3ccncc3)ccc12,1.9%,-10.9%,x,x,7.1%,x,x,-16.3%,x
COC(=O)c1ccccc1S(=O)(=O)N1Cc2cc([N+](=O)[O-])ccc2Oc2ccccc21,-0.6%,-0.2%,11.2%,14.7%,-7.9%,-0.3,1.6%,-6.1%,0.7
CC1(C)CC(=O)C2=C(C1)N(Cc1ccco1)C(=O)C2(NC(=O)C1CCCCC1)C(F)(F)F (stereo not given),-2.0%,i,7.5%,9.9%,8.5%,x,-3.8%,5.3%,0.3
CC1CCN(S(=O)(=O)c2ccc(-c3nnc(SCc4cccnc4)o3)cc2)CC1,-10.8%,-9.9%[57.5 µM],-12.7%,-11.0%,-0.6%,x,-8.9%,1.2%,-2.6
C=CCn1cc(C(=O)N2CCN(C)CC2)c(=O)c2cc(S(=O)(=O)N(CC)CC)ccc21,6.1%,-17.3%,22.1%,3.1%,4.4%,6.3,-4.0%,28.2%,1.6
COCC(=O)Nc1ccc(OC)c(Cl)c1,-0.3%,i,1.1%,3.3%,1.2%,-0.4,-8.3%,-11.7%,-1.2
COc1ccc(NC(=O)c2cc(-c3cc(Cl)ccc3OC)n[nH]2)c(C)c1,1.5%,-8.1%,-6.1%,-5.1%,u,-2.2,-3.9%,-22.6%,-1.0
COc1cccc(OC)c1C(=O)Nc1ccccc1C(=O)N1CCCCCC1,-0.9%,i,-0.2%,-5.9%,1.1%,-5.6,-0.9%,15.8%,-0.8
O=C(N/N=C/c1c(Cl)cccc1Cl)C(=O)NC1CC1,6.7%,-15.9%,-5.4%,-7.4%,62.8%[activator],3.9,-2.6%,4.7%,-0.9
COc1cc(S(=O)(=O)N2CCOCC2)ccc1NC(=O)COC(=O)COc1ccccc1,6.0%,i,9.2%,6.6%,1.8%,-2.6,-6.6%,-1.1%,3.3
O=C(Nc1cccc(Cl)c1)OCc1cn(-c2ccc(Cl)cc2)nn1,-14.6%,i,-7.5%,2.3%,1.9%,x,-2.3%,1.5%,-0.4
Cc1cc(C)c(C#N)c(SCCS(=O)(=O)c2ccc(Cl)cc2)n1,17.5%,-20.6%,-6.5%,21.1%,-9.3%,0.6,-0.2%,-21.0%,-3.0
COc1ccccc1C(=O)NC(CCSC)C(=O)NC1CCCCCC1 (stereo not given),7.6%,i,3.3%,-4.3%,-10.5%,2.9,-3.8%,-4.7%,0.5
CCOc1cc(C=NNC(=O)CCCC(=O)NN=Cc2ccc(O)c(OCC)c2)ccc1O,0.3%,i,9.8%,-4.6%,2.8%,-3.7,-0.4%,-13.5%,0.1
CC(=O)Nc1ccc(NC(=O)C(C)N2CCN(S(=O)(=O)c3ccc(C)cc3)CC2)cc1 (stereo not given),6.4%,i,-3.4%,3.4%,-23.3%[0.307 µM],0.2,u,-2.5%[0.307 µM],-0.7
O=c1[nH][nH]c(C(F)(F)F)c1C=NCc1cccs1,-1.1%,-5.3%,-11.8%,-9.4%,3.9%,-15.9,-4.6%,-2.2%,-3.0
COC(=O)C(Cc1ccc(O)cc1)NC(=O)CCNC(=O)c1ccco1 (stereo not given),10.1%,-3.9%,4.6%,5.7%,5.8%,-3.6,-5.4%,0.0%,-2.3
O=C(c1sc2ccccc2c1Cl)N1CCN(c2ccccc2F)CC1,-2.3%,-24.5%,2.6%,6.8%,u,26.1,0.5%,-6.9%,-0.1
CCOc1ccc(/C=C/C(=O)Nc2cccc(C(C)=O)c2)cc1,0.6%,-7.7%,6.7%,-17.1%,1.4%,0.1,-2.6%,-14.3%,-0.1
CC1CN(c2nc3ccccn3c(=O)c2/C=C(\C#N)S(=O)(=O)c2ccccc2)CC(C)O1 (stereo not given),7.0%,i,-4.0%,14.0%,75.9%[activator],9.7,-1.6%,-6.2%,0.3
Cc1ccc(C(=O)N2CCN=C2SCc2ccc([N+](=O)[O-])cc2)cc1,-1.4%,-24.6%,-0.4%,9.3%,12.9%,-1.2,-14.4%,-5.6%,0.3
COc1ccc2c(c1)c1ncn(CCc3ccccc3)c(=O)c1n2C,10.0%,-46.1%[inhibitor],-8.0%,23.4%,-27.3%,x,-12.5%,-0.6%,-2.9
CN(C)CCCN(C(=O)c1ccc(Cl)s1)c1nc2cc3c(cc2s1)OCO3,8.0%,i,17.8%,-1.2%,u,2.1,0.0%,-8.2%,-3.5
C=CC[C@H](CC(=O)N(CCO)Cc1ccccc1)C(=O)N[C@H](C)COC(=O)[C@@H](CC=C)Cc1ccc(F)cc1,10.6%,-49.3%[inhibitor],-14.3%,-5.2%,11.2µM*,0.1,-2.8%,3.5%,0.1
Cc1[nH]c2ccccc2c1C(C[N+](=O)[O-])c1cccc(O)c1 (stereo not given),2.3%,i,-28.6%,5.3%,u,7.4,6.9%,-15.0%,-0.2
CC(C)[C@H](NC(=O)c1ccccc1)C(=O)OCC(=O)N1CCN(C(=O)c2ccco2)CC1,-0.3%,i,-7.6%,5.3%,9.9%,6.8,-6.8%,25.3%,1.5
CC12CCC(C(=O)N(CSC(=S)N/N=C\c3ccccc3O)C1=O)C2(C)C (stereo not given),-14.9%,-12.3%,-18.9%,12.2%,-11.2%,-20.2,u,0.4%,0.0
Cc1ccc(C)c(NC(=S)/C(=C(\[O-])c2ccc(OC(F)F)cc2)[n+]2ccccc2)c1,-3.3%,-79.3%[inhibitor],8.4%,-7.4%,-15.2%,-0.8,-26.4%,-0.6%,0.1
O=C(Cc1cc2ccccc2o1)NCc1ccc(F)cc1,-5.0%,-31.7%[inhibitor],8.5%,-10.3%,u,7.8,0.9%,-19.6%,-0.5
Cn1nc([N+](=O)[O-])nc1Sc1nnnn1-c1ccc(C(=O)O)cc1,-4.0%,i,22.3%,-8.6%,2.7%,-3.1,-3.4%,-5.1%,-0.2
O=[N+]([O-])c1ccccc1S(=O)(=O)N1CCc2ccccc2C1,7.6%,i,2.9%,12.7%,-27.7%,0.7,-12.0%,-0.3%,0.0
Cc1cnc(NS(=O)(=O)c2ccccc2)c(Br)c1,7.7%,-3.3%,4.8%,-6.5%,6.4%,-2.2,-6.0%,u,-1.4
Cc1cc(NC(C)C)n2c(nc3ccccc32)c1C#N,1.8%,i,-15.4%,9.6%,6.5%[0.307 µM],-6.0,-10.0%,-0.9%[0.307 µM],-0.5
COc1ccccc1C1CC(c2cccc(NS(C)(=O)=O)c2)=NN1S(=O)(=O)c1ccccc1 (stereo not given),19.0%,-17.7%,-1.1%,18.6%,-7.5%,-1.2,6.6%,2.4%,0.9
Cc1cccc(C)c1NC(=O)CNC(=O)c1ccc(COc2ccccc2)cc1,-0.6%,-7.6%,-16.5%,-1.2%,-4.7%,-1.6,3.2%,-3.5%,0.3
CCOC(=O)CSc1nc(C)c(C(C)=O)cc1C#N,-0.2%,i,11.2%,-4.6%,5.8%,-5.1,-0.2%,-5.8%,-1.5

# 3 of the entries above in order of the PTHR1 ag value, descending.
Molecule | GLP1R ag | PTHR1 ag | EPAC1 antag | EPAC1 ag | GLP-1R inv ag | PI5P4Ka inh | PLK1 PBD block
Cc1cccc(C)c1NC(=O)CNC(=O)c1ccc(COc2ccccc2)cc1 | -0.6% | -7.6% | -16.5% | -1.2% | -4.7% | -1.6 | 3.2%
CC12CCC(C(=O)N(CSC(=S)N/N=C\c3ccccc3O)C1=O)C2(C)C (stereo not given) | -14.9% | -12.3% | -18.9% | 12.2% | -11.2% | -20.2 | u
COc1ccccc1C1CC(c2cccc(NS(C)(=O)=O)c2)=NN1S(=O)(=O)c1ccccc1 (stereo not given) | 19.0% | -17.7% | -1.1% | 18.6% | -7.5% | -1.2 | 6.6%

# This is a subset; rates above refer to the full screens.
